ERK EGF block: EGF-driven ERK pathway inhibition; AID 1454; 130,000 tested, 0.41% active; Potency, µM (doses to about 11.5 µM), for the others: at the highest dose activity change, negative = inhibition, actives largely listed as inhibitors; HEK293-V1b, EGF-stimulated phospho-ERK AlphaScreen; active = well fitted inhibition curve with a large enough effect; inconclusive = small, poorly fitted or top-dose-only effect, or effect the other way;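 also: plate controls were stimulated vehicle wells for no effect and unstimulated vehicle basal for full effect; nearly all actives have a fitted effect of over 55% in size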
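After overnight plating in 1% FBS, HEK293-V1b cells received test compound for half an hour, then a 5 min pulse of EGF (25 nM); ERK phosphorylation in lysates was read by bead-based AlphaScreen.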
Numbers without * were called inactive; ? = inconclusive; & = joins results of further samples; [ ] = dose if it differs, or a comment. Potency is read from the fitted curve at half-maximal effect. A portion of the library. The share of hits here may be higher or lower than overall.

ERK EGF block | SMILES
-6.7% | O=C1C(c2ccccn2)=[N+]([O-])c2ccccc21
9.6%[57.5 µM] | Cc1cc(C)c2c(CN3CCOCC3)cc(=O)oc2c1C
? | CC(C)(C)C(=O)Nc1nc2c(s1)CN(Cc1ccccc1)CC2
-0.4%[57.5 µM] | COc1ccc(NC(=O)C2Cc3ccccc3C(=O)O2)cc1 (stereo not given)
-2.4% | COc1ccc(C(=O)On2c(-c3ccc(Br)cc3)nc3ccccc3c2=O)cc1
-5.7%[57.5 µM] | CC(C)Oc1ccccc1/C=N/NC(=O)c1ccccc1Cl
? | CCc1c(C)c2ccc(OCC(=O)OC(C)C)c(C)c2oc1=O
-1.6%[57.5 µM] | O=C(C1=C[C@H](c2ccccc2)C[C@H](OCCCCO)O1)N1CCOCC1
-16.9% | NS(=O)(=O)c1ccc(N/C=C\C(=O)c2ccncc2)cc1
? | COC(=O)c1ccc(/C=C(\C#N)C(=O)NC(C)c2ccccc2)cc1 (stereo not given)
4.2%[57.5 µM] | O=C(NNC(=O)c1cccc2ccccc12)c1ccc2c(c1)OCO2
-10.9%[57.5 µM] | COc1ccccc1NC(=O)COC(=O)c1c[nH]c(=O)[nH]c1=O
-20.3%[57.5 µM] | Cc1nc2cc(C)c(C)cc2s1
-4.8% | COC(=O)c1sccc1NC(=O)CSCCc1ccncc1
0.0%[57.5 µM] | CC(C)(C)CN1C(=O)C(=O)NC[C@H]1Cc1ccc(O)cc1
-2.4%[57.5 µM] | Nc1cc(=O)[nH]c(SCC(=O)Nc2ccc([N+](=O)[O-])cc2)n1
-5.7% | COC(=O)Nc1ccc(S(=O)(=O)N2CCC(C(=O)N3CCC(C)CC3)CC2)cc1
4.9% | CN(C)c1ccc(C=C(c2nnnn2-c2ccccc2)c2nnnn2-c2ccccc2)cc1
-9.6% | Cc1ncc(CO)c(/C=N/N=C/c2ccccc2O)c1O
10.5% | CCN1C(=O)CC(N2CCC(c3nc4ccccc4[nH]3)CC2)C1=O (stereo not given)
-2.5% | COc1ccc(C(=O)N2CCOC2CNC(=O)C(=O)NCc2ccco2)cc1 (stereo not given)
2.6% | O=C(CCc1ccccc1)OCC(=O)c1ccc([N+](=O)[O-])cc1
10.2%[57.5 µM] | Nc1c(C(=O)O)cnn1-c1ccc([N+](=O)[O-])cc1
-9.3% | COC(=O)C1=C(C)[C@@H](O)[C@@H](C)[C@](C)(c2cc(OC)c(C)c(OC)c2COc2ccccc2)O1
4.5% | C=C(C)Cn1c(-c2ccncc2)n[nH]c1=S
-3.4% | O=C(NCc1ccccc1)c1cc[n+](Cc2ccccc2)cc1
3.9% | CC1CC(C)(C)NC(=S)N1CC(=O)N1CCN(Cc2ccc3c(c2)OCO3)CC1 (stereo not given)
15.6% | O=C(NC1CCCCC1)C(c1ccc(Cl)cc1)N(C(=O)c1ccccn1)c1cccnc1 (stereo not given)
-3.1% | CCCC(=O)Nc1cc(C(=O)O)ccc1Sc1ccccc1
-6.5% | CCOC(=O)N1CCC(N(CCN(C)C)C(=S)Nc2cccc(Cl)c2)CC1
3.0% | COc1ccc(-n2ccnc2SCC(=O)NO)cc1
-3.6% | Brc1ccc(N=C(c2ccccc2)c2ccncc2)cc1
7.2% | COc1ccccc1N1CCN(C(=O)COc2cc(C)ccc2C)CC1
-5.8%[57.5 µM] | CC(C)(C)c1ccc(OCc2ccc(C(=O)NN)o2)cc1
-2.5% | CCC(C)NC(=O)Cn1cc(S(=O)(=O)N2CCN(c3ccccc3F)CC2)c2ccccc2c1=O (stereo not given)
11.9% | CC(C)OCCCNC(=O)CNC(=O)c1ccc(Cl)c(Cl)c1
2.7% | CC(C)NC(=O)N1CC[C@@]2(CCCN(C(=O)c3cccc(F)c3)C2)C1
-7.8% | COc1ccc(CCNC(=O)C(C(=O)c2ccc(F)cc2)n2ccccc2=O)cc1OC (stereo not given)
1.8% | O=C(O)CCC(=O)NCc1cn(-c2ccccc2)nc1-c1cccc(Br)c1
0.2%&0.9% | NC(=O)c1ncn([C@@H]2O[C@H](CO)[C@@H](O)[C@H]2O)n1
-2.6%[57.5 µM] | Cc1c(C)c(C)c(C(=O)C2CCN(c3ccc([N+](=O)[O-])cn3)CC2)c(C)c1C
2.3% | COc1ccc2c(c1)CC/C2=N\NC(=O)c1ccccc1
-8.1% | Cc1occc1C(=O)N/N=C/C=C\c1ccccc1[N+](=O)[O-]
6.4% | Cc1ccc(CNC(=O)C2=NNC(=O)CC2)cc1
6.0%[57.5 µM] | COc1ccc(N=Cc2c(O)n(-c3cccc(C)n3)c(=O)c3ccccc23)c(OC)c1
1.1% | Cc1nc2n(n1)C(O)c1cc([N+](=O)[O-])ccc1S2 (stereo not given)
-0.5% | CC12COC3(C(=O)Nc4ccc(Cl)cc4)CC1CCC32C (stereo not given)
-6.4% | O=S(=O)(c1ccc(Cl)cc1)N1CCN(Cc2ccc(O)c3ncccc23)CC1
-3.7% | CC1(C)CN(c2ccc(-c3ccnc4ncnn34)cc2)C1=O
-1.2% | COC(=O)CCC(NC(=O)c1cc(C)oc1C)C(=O)OC (stereo not given)
1.3% | O=C1Oc2ccccc2C(=O)/C1=C/c1ccccc1O
-1.8% | Cc1ccc(C(=O)c2oc3ccccc3c2N)cc1
-0.7% | CN(Cc1cnn(C)c1)C(=O)C1CCCCC1C(=O)O (stereo not given)
6.2% | CC1=NN(c2ccccc2)C(=O)/C1=C\c1ccc(Oc2ccc([N+](=O)[O-])cc2[N+](=O)[O-])cc1
-2.2%[57.5 µM] | NC(=O)CC(NC(=O)Cc1ccc(Cl)cc1)c1ccc(NC2CCCC2)c([N+](=O)[O-])c1 (stereo not given)
-0.1% | C=CCn1nnnc1-c1cc(Cl)cc(Cl)c1
-0.2% | CCCCn1c(NCCO)nc2ccccc21
-4.9% | O=C(NC(=S)Nc1ccc(S(=O)(=O)Nc2ncccn2)cc1)c1ccc(Br)cc1
8.0% | COC(=O)c1ccccc1NC(=O)COc1ccc(S(=O)(=O)NC(C)C)cc1
-5.4% | Cc1nc(NCc2ccc3c(c2)OCO3)c2oc3ccccc3c2n1

Next entries.
ERK EGF block | SMILES
-15.5% | Cc1ccccc1OS(=O)(=O)c1cn(C)c(=O)n(C)c1=O
4.2% | CCN(CC)C(=S)Nc1ccc([N+](=O)[O-])cc1
1.2% | CC(=O)OC[C@@]1(O)C[C@@]23CC[C@@H]4c5ccoc5CC[C@@]4(C)[C@@H]2CCC1C3
1.7% | COc1cccc(CNC(=O)CCC2CCCN(Cc3cc(Cl)ccc3O)C2)c1 (stereo not given)
-10.6% | Cc1c(NC(=O)CCSCCc2ccccn2)cccc1[N+](=O)[O-]
-9.0% | Cc1cc(/C=C2/C(=O)NN(c3ccccc3)C2=O)c(C)n1-c1cccc(O)c1
2.9% | CCN(CC)S(=O)(=O)c1ccc(/C=C/C(=O)OCC(=O)Nc2cccc3ccccc23)cc1
-6.7%[57.5 µM] | C/C(N)=C(/C#N)C(=O)COC(=O)c1cccc(C)c1O
4.1% | CCOc1ccc(C(=O)N(CN2CCCC2=O)c2cccc(Cl)c2)cc1
-3.0% | Cc1nnc(SCC(=O)Nc2ccccc2)n(N)c1=O
4.9% | O=C(O)Cn1cc(/C=c2/sc3nc4ccccc4n3c2=O)c2ccccc21
1.1% | O=C(CN1CCN(c2ccccc2O)CC1)Nc1ccc([N+](=O)[O-])cc1Br
-1.7%[57.5 µM] | CC(=O)c1ccc([C@@H]2C[C@]34CN(Cc5cccc(C(F)(F)F)c5)S(=O)(=O)[C@H]3C[C@H]2O4)cc1
-12.3% | S=c1nc(-c2ccccc2Cl)[nH][nH]1
-0.2% | CC(C)CCn1c(=O)c2ccccc2n2c(CN3CCOCC3)nnc12

Some of the entries so far, bar-delimited:
SMILES | ERK EGF block
Cc1c(NC(=O)CCSCCc2ccccn2)cccc1[N+](=O)[O-] | -10.6%
CCOc1ccc(C(=O)N(CN2CCCC2=O)c2cccc(Cl)c2)cc1 | 4.1%

Other structures:
ERK EGF block | SMILES
4.9% | COc1ccc(/C=C2\SC(=O)N(CC(=O)Nc3cccnc3)C2=O)cc1OC
6.7% | Cc1nc2ccccc2n1CCN1CCOCC1
? | Cc1ccccc1Cn1c(O)c(N=NC(=S)Nc2ccccc2F)c2ccccc21
-2.1% | CCn1c(C)c(CS(=O)(=O)c2ccccc2)[nH]c1=O
3.5% | Cc1cc(NC(=O)CSc2nnc(-c3ccco3)n2Cc2ccccc2)no1
-2.5% | COc1cccc(CNC(=O)CSc2ccc(-c3ccccn3)nn2)c1
1.0% | CC(C)NC(=O)NS(=O)(=O)c1cnccc1NC1CC2CCC1C2 (stereo not given)
-4.1% | CCC(C(=O)NCc1ccncc1)c1ccccc1 (stereo not given)
0.8% | Cc1nonc1C(=O)N/N=C/c1ccc([N+](=O)[O-])o1
-3.7% | O=C(COC(=O)c1cccnc1Cl)NCC1CCCO1 (stereo not given)
-1.6%[57.5 µM] | C/C(=N\NC(=O)c1ccc(N/N=C(\C)c2ccc(O)cc2)cc1)c1ccc(O)cc1
-14.3% | CN(C)/C=C(/C(=O)c1ccc(F)cc1)S(=O)(=O)c1ccc(F)cc1
2.5% | O=C(Nc1ccc([N+](=O)[O-])cc1)c1cc(-c2ccccn2)nc2c(Cl)cccc12
-3.0% | CC(C)Oc1ccccc1OCCN(C)C
-3.5% | CCCCNC(=S)N(C)/N=C/c1ccc(OCc2ccc(C(=O)OC)cc2)c(OC)c1

Compounds from the list above that contain two or more sulfur atoms (2):
ERK EGF block | SMILES
-4.8% | COC(=O)c1sccc1NC(=O)CSCCc1ccncc1
-4.9% | O=C(NC(=S)Nc1ccc(S(=O)(=O)Nc2ncccn2)cc1)c1ccc(Br)cc1

Grouped by structure: the compounds so far containing a COOH group (five)
ERK EGF block | SMILES
10.2%[57.5 µM] | Nc1c(C(=O)O)cnn1-c1ccc([N+](=O)[O-])cc1
-3.1% | CCCC(=O)Nc1cc(C(=O)O)ccc1Sc1ccccc1
1.8% | O=C(O)CCC(=O)NCc1cn(-c2ccccc2)nc1-c1cccc(Br)c1
-0.7% | CN(Cc1cnn(C)c1)C(=O)C1CCCCC1C(=O)O (stereo not given)
4.9% | O=C(O)Cn1cc(/C=c2/sc3nc4ccccc4n3c2=O)c2ccccc21

New compounds follow:
ERK EGF block | SMILES
? | COc1ccc(CN2CCN(CC(O)Cn3c4ccccc4c4ccccc43)CC2)cc1 (stereo not given)
-7.0% | Nc1ccccc1C(=O)NCc1ccc(F)cc1
1.2% | O=C(OCc1nnc(-c2ccccc2)o1)c1cccnc1Cl
-7.4% | COc1ccc(S(=O)(=O)/N=C2/NC(=O)/C(=C\c3ccco3)S2)cc1
-3.7%[57.5 µM] | C=CCON/C(CCC)=C1\C(=O)CC(C)(C)CC1=NC
6.1%[57.5 µM] | C=CCN(CC(O)c1cccc([N+](=O)[O-])c1)C(C)CCc1ccccc1 (stereo not given)
0.1% | NNC(=O)c1csc(-c2cccc(C(F)(F)F)c2)n1
-17.1% | O=C(/C=C/c1cccs1)NC1CC1
1.7% | COC(=O)[C@H](Cc1ccccc1)NC(=O)O[C@@H]1C(=O)c2ccc(OC)cc2O[C@H]1c1cccc(C(F)(F)F)c1
-2.5% | Cc1cc(C)n(-c2n[nH]c(C)c2[N+](=O)[O-])n1
22.3% | COc1cc(OC)c2c(=O)c(-c3ccccc3)coc2c1
4.2% | C/C(=N\NC(=O)CCc1ccc(S(=O)(=O)N2CCOCC2)cc1)c1ccc(Br)cc1
0.9% | O=C(Cc1cccs1)Nc1nnc(SCc2cccc3ccccc23)s1
-5.4% | Cc1cccc(NC(=O)c2cc([N+](=O)[O-])ccc2N2CCN(C)CC2)c1
3.9% | COC(=O)c1cn(NC(=O)Cc2ccc(Cl)c(Cl)c2)c(=O)c2ccccc12
3.3% | O=C(NNC1=NC2(CCCC2)Cc2ccccc21)c1ccncc1
5.0%[57.5 µM] | CCC(Sc1nc2cc(OC)c(OC)cc2c(=O)n1Cc1ccc(OC)cc1)C(=O)NCCOC (stereo not given)

Pulled by structure from the entries so far, 4 records:
ERK EGF block | SMILES
0.9% | O=C(Cc1cccs1)Nc1nnc(SCc2cccc3ccccc23)s1
22.3% | COc1cc(OC)c2c(=O)c(-c3ccccc3)coc2c1
? | COc1ccc(CN2CCN(CC(O)Cn3c4ccccc4c4ccccc43)CC2)cc1 (stereo not given)
-5.4% | Cc1cccc(NC(=O)c2cc([N+](=O)[O-])ccc2N2CCN(C)CC2)c1
